Assay outcomes: PubChem, several laboratories
OX1R antag-1 = OX1R (human) antagonism. O43613. OX1R-expressing cells, FRET antagonist read-out. inhibition, % at 6.6 µM. 330,000 compounds, 1.8% hits. AID 485270; in the data active = inhibition mostly above about 38%, no sharp cut-off; inactive = mostly below about 40%;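 also: 0% = agonist challenge alone and 100% = reference antagonist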
Target sequence (O43613 whole entry, looked up): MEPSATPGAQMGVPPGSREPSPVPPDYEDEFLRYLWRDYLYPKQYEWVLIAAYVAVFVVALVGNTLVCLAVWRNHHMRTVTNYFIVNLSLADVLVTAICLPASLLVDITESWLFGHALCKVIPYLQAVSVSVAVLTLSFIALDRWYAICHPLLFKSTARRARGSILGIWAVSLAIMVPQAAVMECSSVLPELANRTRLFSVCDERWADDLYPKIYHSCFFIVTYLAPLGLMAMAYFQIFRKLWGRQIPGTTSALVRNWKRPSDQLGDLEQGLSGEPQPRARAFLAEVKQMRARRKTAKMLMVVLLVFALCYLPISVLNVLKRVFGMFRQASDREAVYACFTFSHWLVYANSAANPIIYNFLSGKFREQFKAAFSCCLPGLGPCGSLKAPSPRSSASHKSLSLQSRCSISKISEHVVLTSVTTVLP
STK33 inh = blocks human STK33 kinase activity; purified STK33, MBP phosphorylation, ADP-Glo luminescence; 320,000 compounds, 0.073% hits; AID 2661; inhibition, % at 10 µM; Q9BYT3;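 active = inhibition at or above 25%, using the most active replicate where run in duplicate; inactive = inhibition below 25%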
Target sequence (Q9BYT3 whole entry, looked up): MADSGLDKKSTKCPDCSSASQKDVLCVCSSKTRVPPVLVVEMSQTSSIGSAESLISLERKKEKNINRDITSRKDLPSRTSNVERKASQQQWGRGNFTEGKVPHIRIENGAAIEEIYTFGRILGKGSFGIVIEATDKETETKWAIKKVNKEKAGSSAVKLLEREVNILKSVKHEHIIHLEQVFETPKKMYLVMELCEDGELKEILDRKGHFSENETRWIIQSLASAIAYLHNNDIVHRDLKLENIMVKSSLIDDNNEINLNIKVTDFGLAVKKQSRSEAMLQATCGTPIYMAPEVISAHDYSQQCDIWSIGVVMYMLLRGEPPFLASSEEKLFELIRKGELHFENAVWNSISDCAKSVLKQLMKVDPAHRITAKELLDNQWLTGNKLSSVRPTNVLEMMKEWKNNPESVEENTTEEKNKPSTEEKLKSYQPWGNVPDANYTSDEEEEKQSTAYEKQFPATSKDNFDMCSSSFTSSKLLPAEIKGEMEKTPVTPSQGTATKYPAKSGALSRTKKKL
OX1R antag-2 = antagonists of human orexin 1 receptor. O43613. CHO/OX1R cells, Fluo-8 calcium fluorescence, orexin A. inhibition, % at 5 µM. 330,000 compounds, 0.43% hits. AID 434989;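 active = inhibition above its plate's threshold, mean inhibition of all tested compounds on the plate plus 3 SD, cut at about 37% in these data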;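 also: 0% = orexin A challenge wells and 100% = SB-334867-A antagonist wells; not every result past the cut was called active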
* = called active by the depositor; . = not tested or not shown.

SMILES | OX1R antag-1 | STK33 inh | OX1R antag-2
Cc1ccc(N(C)S(=O)(=O)c2cccc(C(=O)NC3CC(C)(C)NC(C)(C)C3)c2)cc1 | 14.8 | -2.4 | -6.0
COC(=O)CCC(=O)Nc1cccc2ccccc12 | 25.9 | 0.2 | -5.3
O=C(N=C1SC2CS(=O)(=O)CC2N1c1ccccc1Cl)C1CCCO1 (configuration not stated) | 11.5 | -0.8 | -13.2
CN1CCC(=O)N([C@H](CSc2ccccc2)c2ccccc2)CC1 | 35.3 | -0.8 | -29.7
O=C(NCc1ccc2c(c1)OCO2)C1CCN(C(=O)Nc2ccc(Cl)cc2)CC1 | 7.8 | -1.4 | -14.1
Cc1c(Cl)cnc(NC(=O)COC(=O)[C@H](C)NC(=O)c2ccccc2)c1Cl | 11.4 | . | -17.6
CCOc1ccc2nc3ccc4[nH]onc4c3c2c1 | 44.2* | 3.5 | 42.6
Cc1nc(CSc2ccc(Cl)cc2)cc(NCc2ccccc2)n1 | 19.7 | -1.1 | -17.1
NS(=O)(=O)c1ccc(CCNC(=O)C(=O)NCC2OCCN2S(=O)(=O)c2ccc(Cl)cc2)cc1 (configuration not stated) | 6.0 | 0.4 | -9.4
CN(C)c1ccc(CN(C)C2CCCCC2)cc1 | 13.6 | 0.5 | -12.4
COCc1nnc(NS(=O)(=O)c2ccc(C)cc2)s1 | 33.9 | -0.5 | -1.0
COc1ccc(C2N(c3ccc(F)cc3)C(=O)C3CCCN32)cc1 (configuration not stated) | -2.2 | 1.1 | -21.3
O=C(CCS(=O)(=O)c1cccs1)Nc1ccc(C(=O)NC2CCCC2)cc1 | 5.5 | 0.4 | -2.3
COC(=O)Cc1[nH]nc2c1C1(C(=O)N(Cc3ccccc3)c3ccccc31)C(C#N)=C(N)O2 (configuration not stated) | 17.9 | 3.3 | -8.8
Cc1ccc(N=Nc2ccc(O)cc2)c(Br)c1 | 3.2 | 0.3 | 3.6
CCOc1ccccc1NC(=O)COc1ccc2ccc(=O)oc2c1 | 17.5 | -1.3 | -8.7
CCCCC(=O)Nc1cc(NC(=O)CCCC)cc(C(=O)O)c1 | 13.5 | 0.6 | -10.2
CN(Cc1ccc(Cl)c(Cl)c1)C(=O)C1CSC2(C)CCC(=O)N12 (configuration not stated) | 13.0 | -0.4 | -7.8
CCCOc1ccc(-c2c(C(=O)N/N=C/c3ccco3)nnn2-c2nonc2N)cc1 | 18.4 | -1.5 | -28.5
FC(F)(F)c1cc(CCN2CCNC[C@@H]2CC2CCCCC2)cc(C(F)(F)F)c1 | -5.6 | 7.9 | 11.8
O=C(CN1C(=O)c2ccccc2C1=O)OCc1nc2ccsc2c(=O)[nH]1 | 7.4 | -1.6 | -14.3
COc1cccc(NC(=O)CCCCCn2nnc3ccccc3c2=O)c1 | 28.6 | -0.2 | -34.1
O=C(Nc1ccc(C(=O)N2CCCC2)cc1)c1ccccc1Br | 13.7 | -0.2 | -7.2
CCOC(=O)Cc1cc(=O)n2[nH]c(C)c(C#N)c2n1 | 35.2 | -0.9 | -13.3
[O-][n+]1c2c(nn1-c1ccccc1)/C(=N/O)CCC2 | 3.7 | -1.0 | -12.1
O=C(NCC(=O)N1CCN(c2ncccn2)CC1)c1ccccc1OC(F)F | 12.1 | -1.6 | -21.7
CCc1nnc(NC(=O)CSc2nnc3scc(-c4ccc(C)cc4)n23)s1 | 16.3 | -0.2 | -10.6
COc1cccc(NC(=O)CN2C(=O)NC(C)(CC(C)C)C2=O)c1 (configuration not stated) | 3.8 | -1.1 | -15.9
C=CCn1c(C(C)NC(=O)c2ccc(C)cc2)n[nH]c1=S (configuration not stated) | 5.8 | 0.1 | -11.2
NS(=O)(=O)c1ccc(CCNC(=O)CNC(=O)COc2ccccc2)cc1 | 2.2 | -0.2 | -7.9
Cc1ccc(OCC(=O)Nc2ccc(N3CCN(S(C)(=O)=O)CC3)cc2)c(C)c1 | 24.6 | -1.5 | -11.7
CC(=O)NC(Cc1ccc(C)cc1)C(=O)NC1CCN(C(=O)c2cnccn2)CC1 (configuration not stated) | 4.8 | -0.1 | -20.6
CCOC(=O)c1ccc(N2C(=O)CC(N3CCC(O)(c4ccc(Cl)cc4)CC3)C2=O)cc1 (configuration not stated) | 10.6 | -2.4 | -2.9
COc1ccc(CC(=O)NNC(=O)c2cccnc2)cc1OC | 7.4 | -1.1 | 4.0
COc1ccc(N2CCCC2=N)c(OC)c1 | 0.4 | -0.6 | -5.6
CSc1ncccc1C(=O)OCn1nnc2ccccc2c1=O | 9.5 | -0.2 | -18.5

Entries of single compounds, looked up by structure:
O=C(NCC(=O)N1CCN(c2ncccn2)CC1)c1ccccc1OC(F)F is listed as OX1R antag-1: 12.1; STK33 inh: -1.6; OX1R antag-2: -21.7
COc1ccc(N2CCCC2=N)c(OC)c1 is listed as OX1R antag-1: 0.4; STK33 inh: -0.6; OX1R antag-2: -5.6
[O-][n+]1c2c(nn1-c1ccccc1)/C(=N/O)CCC2 is listed as OX1R antag-1: 3.7; STK33 inh: -1.0; OX1R antag-2: -12.1

Continued.
SMILES | OX1R antag-1 | STK33 inh | OX1R antag-2
COc1ccc2c(-c3ccccc3)cc(SC(C)C(N)=O)nc2c1 (configuration not stated) | 13.5 | -0.6 | -15.8
C=CCn1c(SCC(=O)N(CC)C2CCS(=O)(=O)C2)nc2sc3c(c2c1=O)CCC3 (configuration not stated) | -0.9 | 0.7 | -19.1
O=C1CC(c2ccccc2)CC(O)=C1C=NCCc1ccccc1 (configuration not stated) | 21.4 | 0.2 | -24.4
CC(C)[C@@H]1COC(c2cccc(C3=N[C@H](C(C)C)CO3)c2)=N1 | 31.3 | -1.3 | -20.1
CN(CCc1cnn(C)c1)Cc1nc(CC2CC2)no1 | 6.5 | -0.7 | 7.0
COc1ccc(/C(O)=C2/C(=O)C(=O)N(c3ccccn3)C2c2cccc(Cl)c2)cc1 (configuration not stated) | 1.6 | -1.9 | -15.1
Cn1c(Cl)c(/C=N/OC(=O)c2ccccc2Cl)c2ccccc21 | 41.5 | -1.4 | -14.5
Cc1cc(C)nc(N/N=C/c2c(CO)cnc(C)c2O)n1 | 9.1 | 0.1 | -11.2
O=C(c1noc2c1CCCC2)N1CCc2ccccc2C1 | 12.6 | -0.5 | 6.7
O=C(O)c1cc(Cl)c2c(c1)[C@@H]1C=CC[C@@H]1[C@H](c1ccc(S(=O)(=O)N3CCOCC3)cc1)N2 | 12.8 | -1.0 | 8.4
COC(=O)c1sc2ccccc2c1NC(=O)c1ccc(S(=O)(=O)N2CCCCC2C)cc1 (configuration not stated) | 2.2 | 0.1 | -17.9
COC(=O)[C@@H]1C[C@@]2(O)[C@@H](O)[C@@H](O)[C@@H](O)C[C@H]2N1C/C=C/c1ccccc1 | 5.6 | -0.9 | -9.2
COc1ccc(CNC(=O)c2csnn2)cc1 | 7.1 | 2.9 | -11.7
O=C(Cn1cc([N+](=O)[O-])cn1)Nc1nccs1 | -4.4 | -0.7 | -6.9
COc1ccc(-c2noc(N3CCC(C(=O)NCCCN4CCCCC4)CC3)n2)cc1 | 12.2 | 0.0 | -5.6
COc1ccc(/C=N/Nc2ncnc3sc(C)c(C)c23)cc1 | 19.8 | -0.6 | -12.7
CC1=NN2C(=N)/C(=C\c3cc(C)n(-c4ccc(C)cc4)c3C)C(=O)N=C2S1 | 6.1 | 0.9 | -12.7
Cn1c(-c2ccc(Br)o2)nc2cc(Br)ccc21 | 63.2 | 9.7 | -47.3
Cc1ccc(CNC(=O)c2ccc(Br)o2)cc1 | 14.3 | 0.3 | -15.0
Cc1[nH]c2ccc(F)cc2c1CCN1C(=O)OC(C)(C)C1(C)O (configuration not stated) | 5.8 | 0.4 | -18.6
CCCN1CCN(CCCNC(=O)CN2C(=O)COc3ccccc32)CC1 | 8.2 | -0.2 | -6.4
CCc1ccc(S(=O)(=O)NCC(O)COc2ccc(OC)cc2)cc1 (configuration not stated) | 4.1 | -0.7 | -24.8
COc1ccc(Br)cc1CNc1ccc(S(N)(=O)=O)cc1 | 18.2 | -0.6 | -5.2
O=C(NCc1ccc(F)cc1)c1cc(S(=O)(=O)N2CCCCC2)c[nH]1 | 12.2 | -0.8 | -10.7
CCS(=O)(=O)Nc1cccc(-c2nc3cccnc3s2)c1C | 7.5 | -0.3 | -25.5
CC(=O)c1ccc(S(=O)(=O)N2CCCC2)cc1 | 1.7 | -2.8 | -13.1
CCC(C)Cn1c(C(C)O)nc2ccccc21 (configuration not stated) | 3.4 | -2.7 | -1.4
O=C(Nc1nc2ccccc2[nH]1)c1ccc(S(=O)(=O)N2CCOCC2)cc1 | 4.6 | 3.6 | 5.1
N#Cc1ccccc1S(=O)(=O)N1CCN(C(=O)C2CCCC2)CC1 | -4.1 | -0.8 | -9.8
Cc1ccc(-c2nn3c(-c4ccco4)nnc3c3ccccc23)cc1S(=O)(=O)NCC1CCCO1 (configuration not stated) | 8.0 | -5.1 | -15.0
CCCn1nc(C(=O)NC2CCCc3ccccc32)c2ccccc2c1=O (configuration not stated) | 16.1 | . | -26.7
Cc1c(C(=O)N2CCCC2)nnn1-c1nonc1N | 24.0 | -0.4 | -24.3
C=C(CC[C@@H](O)C(C)(C)O)[C@H]1CC[C@]2(C)[C@@H]1CCC1[C@@]3(C)CCC(=O)C(C)(C)C3CC[C@]12C (some centres not stated) | 7.5 | 0.4 | -23.6
COc1ccccc1CN1CC(C(=O)N(Cc2cnn(C)c2)C(C)C)CCC1=O (configuration not stated) | 6.5 | -1.7 | -18.8
COC(=O)c1c(NC(=O)CN2CCN(c3cccc(Cl)c3)CC2)sc(C)c1C | 6.9 | -0.6 | -25.9
COc1ccc(CCN2C(=O)CC(Cc3cccc(C)c3)C2=O)cc1OC (configuration not stated) | 34.5 | 0.7 | -17.7

Three entries drawn at random from those above:
SMILES | OX1R antag-1 | STK33 inh | OX1R antag-2
[O-][n+]1c2c(nn1-c1ccccc1)/C(=N/O)CCC2 | 3.7 | -1.0 | -12.1
COc1ccc(Br)cc1CNc1ccc(S(N)(=O)=O)cc1 | 18.2 | -0.6 | -5.2
Cc1ccc(OCC(=O)Nc2ccc(N3CCN(S(C)(=O)=O)CC3)cc2)c(C)c1 | 24.6 | -1.5 | -11.7

(continued)
SMILES | OX1R antag-1 | STK33 inh | OX1R antag-2
CC(C)Oc1cccc(C(=O)C2CCCN(C(=O)c3cncs3)C2)c1 (configuration not stated) | 5.1 | -0.3 | -23.8
CCN(Cc1nc(-c2ccc(OC)c(OC)c2)no1)C(=O)c1ccoc1C | 45.8 | -0.7 | -14.5
CN(C(=O)c1cccc(C(F)(F)F)c1)C1CCCc2ccccc21 (configuration not stated) | 7.7 | -0.5 | -24.1
COc1ccccc1Nc1ncc(C(=O)N2CCN(Cc3ccc(OC)c(OC)c3OC)CC2)c2ccccc12 | 11.5 | -1.5 | -36.7
Cc1ccc(N=C2SCCCN2C(=O)c2cccc(N3C(=O)CCC3=O)c2)cc1Cl | 1.9 | -1.3 | -19.2
NC(=O)C1CCN(CC(O)CSc2ccc(F)cc2)CC1 (configuration not stated) | -3.7 | -2.4 | -3.6
COc1ccccc1OCC(=O)Nc1ccc(-c2nnc(-c3ccco3)o2)cc1 | 64.2* | -0.4 | -2.2
O=C(Nc1c2c(nn1-c1ccc(F)cc1)CS(=O)(=O)C2)C12CC3CC(CC(C3)C1)C2 | 3.7 | -1.3 | -13.0
CC(=O)N1CCN(C(=O)C2(NC(=O)Nc3cccc(F)c3)CCCCC2)CC1 | 5.5 | -1.1 | -22.5
CCN(CC)C1=CC(=O)OC12CCCCC2 | -0.5 | -1.0 | 10.0
CC(C)C(=O)Nc1ccccc1Cc1ccccc1 | 8.8 | 0.1 | -5.2
O=c1[nH]c(Cc2cccs2)nc2ccccc12 | 18.4 | 0.4 | -14.6
O=C(Nc1cccc(N2CCCC2)c1)c1cccs1 | 20.5 | -0.3 | -9.2
Cc1[nH]c2ccc(C(=O)N3CCN(c4cccc(Cl)c4)CC3)cc2c1C | 8.5 | -0.5 | -17.8
CCOc1cc2[nH]c(=S)n(CCCC(=O)NCc3ccco3)c(=O)c2cc1OCC | 7.3 | -1.1 | -9.5
O=C(c1ccccc1)N1CCN(C2CCCCCC2)CC1 | 7.2 | 0.6 | -18.2
CC(C)C(=O)OCC(=O)NCc1ccccc1Cl | 16.8 | -2.1 | 0.4
CC(OC(=O)c1cc(S(=O)(=O)Nc2ccc(F)cc2)ccc1Cl)C(=O)Nc1ccc2c(c1)OCCO2 (configuration not stated) | 12.8 | -0.1 | -16.5
CCOc1ccc(NC(=S)N(Cc2ccc(Cl)cc2)Cc2ccco2)cc1 | 11.4 | -1.9 | -29.2
COc1ccc(-c2ccc3oc(-c4ccsc4)cc(=O)c3c2)cn1 | 7.4 | 1.4 | -14.5
CC(C)(C)c1cc(NC(=O)c2cc(F)c(F)c(F)c2F)no1 | 9.3 | -0.9 | -12.0
Nc1nc(NCCN2CCOCC2)nc(NCc2ccccc2)c1[N+](=O)[O-] | 11.5 | 0.7 | -12.2
O=C(NCc1ccccc1)c1c[nH]c2cc3c(cc2c1=O)OCCO3 | 13.7 | -1.0 | -12.1

2 entries from above, with two lines to a compound.
Every second line gives: OX1R antag-1 | STK33 inh | OX1R antag-2
CCOc1cc2[nH]c(=S)n(CCCC(=O)NCc3ccco3)c(=O)c2cc1OCC
 : 7.3 | -1.1 | -9.5
O=C(c1ccccc1)N1CCN(C2CCCCCC2)CC1
 : 7.2 | 0.6 | -18.2
